# Screening results (PubChem)
# LMPTP block – LMPTP phosphatase inhibitors, primary screen, biochemical, fluorescence intensity, uHTS; actives 0.22% (n = 360,000); Low molecular weight phosphotyrosine protein phosphatase (Homo sapiens), P24666; inhibition, % at 20 µM; recombinant LMPTP-A, OMFP fluorogenic substrate;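 active = compounds that cut the enzyme signal by at least half of the control window in the single-dose screen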;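 note: plate controls were DMSO wells with enzyme plus substrate for no effect and substrate without enzyme for full effect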
# Target sequence (P24666 whole entry, looked up): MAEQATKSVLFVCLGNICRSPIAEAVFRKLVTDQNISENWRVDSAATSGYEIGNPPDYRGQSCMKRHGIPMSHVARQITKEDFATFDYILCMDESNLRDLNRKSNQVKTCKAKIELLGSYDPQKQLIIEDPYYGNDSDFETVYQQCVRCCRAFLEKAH
#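 test system = LMPTP-A | amount = 0.625 nM LMPTP-A final | reagent = fluorogenic phosphatase substrate OMFP at 400 µM final | incubation = 50 min at room temperature | benchmarks = no-enzyme low control, uninhibited high control | medium = Bis-Tris pH 6.0, DTT, detergent | signal = fluorescence intensity of OMFP turnover product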
# DNMT1 block – human DNMT1 methyltransferase inhibitors, primary screen, biochemical, molecular beacon, fluorescence, HinP1I cleavage, uHTS. inhibition (reported as % activation of signal), % at 10 µM. actives 0.83% (n = 360,000). AID 588458, 2011; in the data active = inhibition above about 50%
# NRP1-CendR mod – modulators of CendR peptide binding to NRP-1, primary screen, biochemical, fluorescence polarization, uHTS; inhibition, % at 25 µM; AID 602438, 2012; actives 0.85% (n = 360,000); FAM-RPARPAR peptide binding to NRP-1; Neuropilin-1 (Homo sapiens), O14786;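 active = inhibition or corrected inhibition above about 18%, plus a signal ratio from 0.5 to 1.5, limit read from the data, passing the limit was not always enough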; note: strong numbers were not always called active
# STEP block – STEP phosphatase inhibitors, primary screen, biochemical, fluorescence intensity, uHTS. AID 588621, 2011. actives 0.25% (n = 360,000). inhibition, % at 20 µM. recombinant STEP, OMFP fluorogenic substrate. Tyrosine-protein phosphatase non-receptor type 5 (Homo sapiens), P54829;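 active = inhibition at 20 µM, scaled per plate between control wells, above about 37%, limit read from the data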;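 note: 0% = DMSO with enzyme and substrate and 100% = substrate only without enzyme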
# Target sequence (P54829 whole entry, looked up): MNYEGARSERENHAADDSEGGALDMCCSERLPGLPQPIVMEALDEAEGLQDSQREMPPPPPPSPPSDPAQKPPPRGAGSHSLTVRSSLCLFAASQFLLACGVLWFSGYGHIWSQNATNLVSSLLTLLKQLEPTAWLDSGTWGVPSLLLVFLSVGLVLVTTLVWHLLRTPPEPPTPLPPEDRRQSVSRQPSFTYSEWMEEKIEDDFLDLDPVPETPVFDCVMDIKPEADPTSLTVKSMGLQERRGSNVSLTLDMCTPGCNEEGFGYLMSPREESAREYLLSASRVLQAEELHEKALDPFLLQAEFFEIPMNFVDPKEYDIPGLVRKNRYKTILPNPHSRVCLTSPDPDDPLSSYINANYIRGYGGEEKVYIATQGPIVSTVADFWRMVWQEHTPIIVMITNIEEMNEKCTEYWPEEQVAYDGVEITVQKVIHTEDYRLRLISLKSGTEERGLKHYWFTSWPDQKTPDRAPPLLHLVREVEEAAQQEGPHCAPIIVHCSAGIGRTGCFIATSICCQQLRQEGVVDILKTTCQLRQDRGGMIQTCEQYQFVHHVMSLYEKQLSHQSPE
#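 Assay system: isolated STEP enzyme / Timing: 20 min at room temperature, dark / Doses: 20 µM, 1% DMSO / Technique: fluorescence intensity, excitation 480 nm, emission 540 nm / Reagent: fluorogenic phosphatase substrate OMFP at 25 µM final / Measure: percent inhibition scaled to no-enzyme and uninhibited-enzyme controls, plate-pattern corrected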
# Neddyl block – inhibitors of cullin neddylation, primary screen, biochemical, TR-FRET, uHTS, NAE and Ubc12; NEDD8-conjugating enzyme Ubc12 (Homo sapiens) + NEDD8-activating enzyme E1 regulatory …; calls only at 25 µM; actives 0.58% (n = 360,000); in the data active = inhibition above about 36%
# TbMetRS inhib – T. brucei MetRS inhibitors, primary screen, biochemical, luminescence; methionyl-tRNA synthetase (Trypanosoma brucei brucei); purified T. brucei MetRS, ATP depletion, Kinase-Glo luminescence; inhibition, % at 11.9 µM; actives 0.4% (n = 360,000); AID 624268, 2012;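 active = inhibition above a per-plate cutoff of the control wells' mean inhibition plus 3 SD, cut at about 5.5% in these data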;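 note: 0% = DMSO wells median and 100% = median of wells with control inhibitor compound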
#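 assay system = parasite MetRS enzyme | timing = 15 min preincubation, 2 h reaction, all 25 °C | evaluation = percent inhibition relative to median high and low control wells | medium = HEPES buffer containing pyrophosphatase, BSA, spermine, DTT | compound = single dose, 11.9 µM final nominal, 0.9% final DMSO | detection = Kinase-Glo luminescence, ATP depletion format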
# SKN-1 inh – suppressors of acrylamide-induced Pgst-4::GFP reporter in worms, primary screen, SKN-1 inhibitor project, whole organism, uHTS, GFP/RFP fluorescence ratio, strain VP596; AID 624304, 2012; actives 0.49% (n = 360,000); C. elegans VP596 Pgst-4::GFP/RFP ratio, 24 h; inhibition, % at 21.8 µM;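 active = interference check ratio from 0.5 to 1.5 plus GFP to RFP signal ratio inhibition reaching or exceeding a fixed threshold, cut at about 30% in these data, passing the limit was not always enough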; note: some compounds called inactive have numbers as strong as hits
# NadD block – inhibitors of S. aureus NadD, primary screen, biochemical, colorimetric, uHTS. inhibition, % at 20 µM. purified NadD enzyme, colorimetric absorbance read-out. actives 0.78% (n = 360,000). Nicotinate-nucleotide adenylyltransferase NadD (Staphylococcus aureus N315); in the data active = inhibition above about 26%; note: some compounds past the cut are filed as inactive
# Scp1 inh – Scp-1 phosphatase inhibitors, primary screen, biochemical, colorimetric, uHTS | Carboxy-terminal domain RNA polymerase II polypeptide A small phosphatase 1 (Homo … | Recombinant Scp1, phosphopeptide, malachite green phosphate absorbance | inhibition, % at 20 µM | actives 0.88% (n = 340,000);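 active = inhibition above about 50% at 20 µM, limit read from the data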;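 note: plate controls were DMSO wells with enzyme for no effect and wells lacking enzyme for full effect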
# Target sequence (Q9GZU7 76-261 limits assumed): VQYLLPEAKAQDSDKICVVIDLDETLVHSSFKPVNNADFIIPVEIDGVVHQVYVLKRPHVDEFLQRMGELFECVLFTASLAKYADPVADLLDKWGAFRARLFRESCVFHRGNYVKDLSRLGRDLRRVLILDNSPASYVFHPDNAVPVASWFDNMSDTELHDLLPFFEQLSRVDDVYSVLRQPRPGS
#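 Test system – truncated SCP-1 phosphatase (76-261aa) · Reagent – Phosphorylated 17-residue peptide substrate · Incubation – 45 min room-temperature reaction, 5 min colour, 30 min stabiliser · Detection – colorimetric phosphate reagent with accelerator and stabiliser, absorbance at 630 nm · Measure – % inhibition at 20 µM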
# SUMO1-SIM PPI – modulators of SUMO1 protein-protein interactions, primary screen, biochemical, uHTS. SUMO1 binding to a labelled peptide, TR-FRET, 1 h. inhibition, % at 20 µM. actives 0.33% (n = 360,000). AID 602429, 2012; in the data active = inhibition above about 37%
# Target sequence (P63165 whole entry, looked up): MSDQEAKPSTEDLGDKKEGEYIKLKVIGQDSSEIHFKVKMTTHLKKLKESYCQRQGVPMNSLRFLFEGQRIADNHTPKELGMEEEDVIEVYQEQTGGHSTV
# * = called active by the depositor; i = inactive; nt = no result given.
SMILES,LMPTP block,DNMT1 block,NRP1-CendR mod,STEP block,Neddyl block,TbMetRS inhib,SKN-1 inh,NadD block,Scp1 inh,SUMO1-SIM PPI
Cc1cccc(C)c1NC(=O)C1(N(Cc2ccco2)C(=O)CC2NC(=O)NC2=O)CCCCC1 (stereo unspecified),-0.6,1,10,0,i,-0.6,2,9,-7,0
CC(/C=N/NC(=O)c1cnccn1)=C\c1ccco1,-1.3,-3,4,1,i,1.2,-2,5,-4,-11
CCc1ccc(N2C=C(C(=O)OC)C(c3ccc(OC)cc3)C(C#N)=C2N)cc1 (stereo unspecified),1.0,nt,1,nt,i,-0.4,-1,nt,nt,-12
O=C/C(=C\Nc1ccc(Cl)cn1)c1nc2ccccc2o1,8.4,19,-2,4,i,-1.8,-1,-2,1,-6
CCN1C(=O)[C@@H]2[C@@H](c3ccc(-c4ccc(OC)cc4)cc3)N3CCC[C@@]3(C(=O)OC)[C@@H]2C1=O,-1.3,-5,7,2,i,-0.5,-16,-5,-2,-4
CC1CCCc2sc3nc(NCc4ccco4)n4ncnc4c3c21 (stereo unspecified),3.4,1,14,3,i,-0.6,16,-3,2,4
O=C(N1CCCCCC1)N1CCN(S(=O)(=O)N2CCOCC2)CC1,-3.0,-1,-2,3,i,-0.5,18,4,6,-4
COc1ccc(CCNC(=O)c2ccc3c(c2)OCCO3)cc1,0.1,0,3,0,i,-1.3,-2,-9,1,0
COCCCNC(=O)COc1ccc(Br)cc1Cl,-1.3,8,-10,1,i,1.0,9,-3,-7,1
Cc1ccc2[nH]c3c(c2c1)CN(C(=O)CN1CCN(c2cccc(C)c2C)CC1)CC3,-0.9,-27,4,2,i,-0.2,-6,10,-8,8
Cc1nc2ccccc2n1C1CCN(CC(=O)NCc2ccc(F)cc2)CC1,7.9,2,7,-2,i,-0.8,5,-7,-9,1
CNc1nc(-c2ccc3c(c2)CCN3C(=O)CC(C)(C)C)c(C)s1,0.4,-7,-12,6,i,-0.5,14,-2,-1,-11
CC1(C)C(=O)OC(/C=C\c2ccccc2)C(C)(C)C1=O (stereo unspecified),1.6,3,4,-2,i,0.7,13,5,-3,3
Cn1cc(CN2CCCC(C(=O)c3cccs3)C2)c(-c2cccc(Cl)c2)n1 (stereo unspecified),-0.2,1,-4,-1,i,-0.2,-14,-8,-12,-4
CCOC(=O)N1CCC(NC(=O)c2cnn3cccnc23)CC1,-2.3,4,-2,0,i,-1.1,4,6,-1,11

# Reformatted: 3 of the compounds above.
O=C/C(=C\Nc1ccc(Cl)cn1)c1nc2ccccc2o1
- LMPTP block: 8.4
- DNMT1 block: 19
- NRP1-CendR mod: -2
- STEP block: 4
- Neddyl block: i
- TbMetRS inhib: -1.8
- SKN-1 inh: -1
- NadD block: -2
- Scp1 inh: 1
- SUMO1-SIM PPI: -6

CC1(C)C(=O)OC(/C=C\c2ccccc2)C(C)(C)C1=O (stereo unspecified)
- LMPTP block: 1.6
- DNMT1 block: 3
- NRP1-CendR mod: 4
- STEP block: -2
- Neddyl block: i
- TbMetRS inhib: 0.7
- SKN-1 inh: 13
- NadD block: 5
- Scp1 inh: -3
- SUMO1-SIM PPI: 3

COc1ccc(CCNC(=O)c2ccc3c(c2)OCCO3)cc1
- LMPTP block: 0.1
- DNMT1 block: 0
- NRP1-CendR mod: 3
- STEP block: 0
- Neddyl block: i
- TbMetRS inhib: -1.3
- SKN-1 inh: -2
- NadD block: -9
- Scp1 inh: 1
- SUMO1-SIM PPI: 0

# More structures:
SMILES,LMPTP block,DNMT1 block,NRP1-CendR mod,STEP block,Neddyl block,TbMetRS inhib,SKN-1 inh,NadD block,Scp1 inh,SUMO1-SIM PPI
CSc1ccccc1C(=O)NCCCOC(C)C,-1.9,-3,-1,-3,i,-0.1,9,11,0,-1
O=C(N/N=C/C=C/c1ccccc1[N+](=O)[O-])c1ccncc1,-1.0,-1,0,2,i,0.4,2,5,-4,-23
O=C(CCc1ccccc1)Nc1ccc2ccccc2n1,-0.4,1,-3,-2,i,-0.3,19,-4,-1,-3
COc1ccc(N(CC(=O)Nc2ccc3c(c2)OCO3)S(=O)(=O)c2c(C)nn(C)c2C)cc1,-0.7,-1,2,0,i,-0.5,9,2,2,0
NC(=O)COC(=O)CCSc1ccc(Cl)cc1,-0.3,3,4,3,i,-1.4,-9,-1,4,3
O=C(O)CCNC(=O)C12CC3CC(CC(C3)C1)C2,-0.1,0,14,-1,i,0.1,-9,-4,-2,0
CC(=O)Nc1ccc(C(=O)CS(=O)(=O)c2ccc(C)cc2)cc1,-2.2,1,-9,-3,i,-1.2,-7,-3,-2,-6
CC(C)C[C@H](NC(=O)c1[nH]cnc1C(=O)Nc1ccc(Cl)cc1)C(=O)OC(C)(C)C,1.9,-12,-16,0,i,0.4,2,0,-4,-2
C=CCSC1=Nc2cc(OC)c(OC)cc2C2=NC(=O)CN12,-0.9,-2,-23,0,i,1.7,-1,10,-6,19
COc1ccc(OC)c(NC(=O)CCN2CC(C)OC(C)C2)c1 (stereo unspecified),-1.0,0,3,-4,i,-0.2,-1,1,-1,4
COc1cc(C(=O)Nc2ccc(Cl)c([N+](=O)[O-])c2)cc(OC)c1OC,1.6,-2,-9,2,i,-0.5,-1,1,1,1
O=C(O)c1csc(N/N=C/c2ccc(Br)cc2)n1,59*,13,-6,-1,i,0.7,7,11,-1,5
Cc1ccc(SCC(=O)NNC(=O)CCS(=O)(=O)c2ccccc2)cc1,0.7,0,-1,-1,i,-0.1,15,-1,-3,3
CSc1ccccc1NC(=O)CN(C)CC(=O)Nc1c(F)cccc1F,-2.4,1,3,1,i,-0.4,6,-1,1,1
COc1cc(COc2ccc3c(C)c(Cc4ccccc4)c(=O)oc3c2)cc(OC)c1OC,5.8,-6,8,7,i,-0.2,-1,0,-9,16
CC(=O)Nc1ccc(N2CCOCC2)c(S(=O)(=O)Nc2ccccc2Cl)c1,1.0,-12,-9,0,i,-0.2,15,0,nt,2
CC(O)[C@H]1CC[C@H]2[C@@H]3CC[C@H]4C[C@H](O)CC[C@]4(C)[C@H]3[C@H](O)C[C@]12C (stereo partly specified),-1.3,0,19,-4,i,-0.4,-3,-1,-3,1
NS(=O)(=O)c1cccn1-c1ncc(C(F)(F)F)cc1Cl,0.5,15,-1,-1,i,-0.9,13,-1,-6,1
COc1cc(OC)cc(C(=O)Nc2ncn[nH]2)c1,-0.5,2,12,2,i,0.1,13,-4,-9,4
CCCCCCCCCCCCCCCC[n+]1ccc(C(N)=O)cc1,4.8,1,6,9,i,-0.9,19,29*,47,52*
COc1ccc(NC(=O)NN2CCOCC2)cc1OC,0.1,0,3,-1,i,-0.6,2,-4,-6,1
CN1CCCN(Cc2ccccc2Br)CC1,-5.2,1,2,1,i,0.0,9,4,-2,0
COc1ccccc1N1CCN(C(=S)NC(=O)c2ccc([N+](=O)[O-])cc2)CC1,-0.7,2,-1,0,i,0.3,17,-5,nt,-22
COc1ccccc1N1CCN(c2ccc(S(=O)(=O)N3CCN(C)CC3)cn2)CC1,2.7,-1,-2,-2,i,-0.4,5,-4,-1,2
CCC(=O)N1C(=O)CCN(C(C)=O)c2ccccc21,-3.1,0,2,4,i,1.2,-7,36*,0,0
CC(C)C(NC(=O)c1ccccc1)C(=O)NCc1ccccn1 (stereo unspecified),1.4,3,5,-2,i,-1.4,-15,-2,0,-1
Cc1cccc(OCC(=O)N(C)CC(=O)Nc2cccc(F)c2)c1C,-6.0,-1,4,-3,i,-0.3,1,-4,-15,3
Cc1ccnc(NC(=O)CCC(=O)N(CC(=O)NC(C)(C)C)c2ccc3c(c2)OCO3)c1,-0.3,5,0,-2,i,0.0,12,3,-2,4
CC(C)N(C(=O)COC(=O)c1cccnc1Cl)c1ccccc1,-0.1,-1,-6,-3,i,0.3,-15,0,5,1
CCN1CCN(CC(=O)N2N=C(c3cccs3)CC2c2ccc(OC)c(OC)c2)C(=O)C1=O (stereo unspecified),-0.1,0,-3,-4,i,-0.4,3,3,-7,-12
O=C(Cc1ccccc1)NC1CCN(C(=O)c2ccc([N+](=O)[O-])cc2)CC1,-1.4,1,6,-1,i,-1.1,20,-4,-5,-29
COc1ccccc1CNC(=O)C1COc2ccccc2O1 (stereo unspecified),-0.4,3,3,2,i,0.3,-14,-4,-6,-3
CCOC(=O)N1C/C(=C\c2ccccc2)C(=O)/C(=C/c2ccccc2)C1,3.6,16,-4,3,i,-0.6,-3,-3,-10,17
CCC(Oc1ccccc1)C(=O)Nc1ccccc1C(=O)N1CCCCC1 (stereo unspecified),-0.2,-1,13,-2,i,-0.1,3,-7,-10,3
COc1ccc(C(=O)NNC(=S)Nc2ccccc2)cc1,-0.3,2,10,0,i,-1.2,-2,0,-3,3
O=C(NC1(C(F)(F)F)C(=O)Nc2c1c(=O)[nH]c(=O)n2Cc1ccco1)C1CCCCC1 (stereo unspecified),-0.6,2,7,-2,i,0.0,-17,1,-9,-3
COc1ncc(-c2ccc3c(c2)S(=O)(=O)c2cccc(C(=O)NCc4ccco4)c2C3=O)cn1,-0.9,8,-3,0,i,-0.3,14,-2,-2,-32
Cc1cc([N+](=O)[O-])ccc1NCc1ccco1,-0.5,-2,-2,1,i,0.0,14,-7,-5,-14
CCc1nc2oc3ccccc3c(=O)c2c(=O)n1Cc1ccc(OC)cc1,-1.2,1,-17,0,i,-1.8,5,3,6,3
O=C(CNC(=S)N(Cc1ccccc1F)C1CCCCC1)NCCN1CCOCC1,-1.8,2,-3,0,i,-0.2,0,-5,-7,-3
Cc1cc(=O)c2ccc3ccccc3c2[nH]1,0.4,5,-5,0,i,0.0,-5,-2,-4,2
CCC(CC)C(=O)NCCc1cc2c(C)ccc(C)c2[nH]c1=O,-0.9,-1,-9,-1,i,-0.5,-7,-5,-10,-2
Cc1ccc(-c2nnc(NC(=O)C3=COCCO3)o2)c(C)c1,0.0,5,0,-1,i,-0.6,1,3,-3,8
Cc1cc(-c2ccccc2)[nH]c(=O)c1S(=O)(=O)c1ccccc1,-0.9,2,-7,-2,nt,-1.0,-10,-3,1,-7

# Rows are unselected (roughly 4.6% active in at least one column).
